Assay outcomes (PubChem)
Statin myotox sup: suppressors of statin myotoxicity in C2C12 myotubes, primary screen, cell-based, single point, plate reader. C2C12 myotubes + simvastatin, ATP luminescence, 48 h; scaled: DMSO 0, geranylgeraniol control 100. actives 0.78% (n = 330,000). rescue of ATP level, % at 7.49 µM;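 active = mean ATP rescue above about 67%, or every replicate alone reaching that limit, limit read from the data, passing the limit was not always enough; inconclusive = no clear call, values can overlap the other calls; inactive = mean under the limit and some replicate under it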;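 also: myotubes were challenged with 10 µM simvastatin during compound exposure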
GSIS activator: GLuc luminescence reporter in INS-1E cells, primary screen for activators of glucose-dependent secretion of insulin | INS-1E GLuc reporter insulin secretion, 2-3 h | AID 743287, 2014 | activation, % at 16.6 µM | actives 0.61% (n = 370,000);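 active = lowest replicate activation of at least 40%, so every replicate reaches that level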;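 also: 0% = median of neutral control wells and 100% = median of IBMX positive control wells; some compounds called inactive have numbers as strong as hits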
Cneo AK release: Cryptococcus neoformans cell lysis inducers, primary screen, AK release luminescence, single concentration. C. neoformans lysis, adenylate kinase release luminescence, 4 h; normalised: neutral wells 0, clomiphene wells 100. lysis activity, % at 15 µM. actives 0.2% (n = 360,000);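 active = mean lysis activity across replicates of at least 80%, whatever share of replicates individually reach that level; inactive = mean lysis activity below 80%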
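Schedule: static 4 h at 37 °C with compound, 1 h detection; system: C. neoformans cells; benchmarks: Clomiphene as positive control; buffer or medium: fresh YPD medium; measure: luminescence rise reflecting yeast cell lysis; measured by: luminescent adenylate kinase detection reagent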
LGR2 inh: inhibitors of bursicon-induced LGR2 CRE-luciferase signal, primary screen, cell-based, HEK293, CRE-luciferase reporter, bursicon stimulation | inhibition, % at 9.99 µM | Drosophila bursicon receptor LGR2 (rickets) | actives 0.35% (n = 380,000) | bursicon-stimulated, 4 h;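 active = drop in luminescence signal, shown as inhibition above about 50% in the replicate tests, limit read from the data, passing the limit was not always enough; inconclusive = probably only some replicates passing the limit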;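 also: agonist challenge used bursicon conditioned medium at about half maximal strength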
PglD DTNB: C. jejuni PglD acetyltransferase inhibitors, primary screen, biochemical, DTNB colorimetric, single point | UDP-N-acetylbacillosamine N-acetyltransferase PglD (Campylobacter jejuni) | purified PglD enzyme, DTNB colorimetric CoA detection | inhibition, % at 12.5 µM | actives 0.098% (n = 360,000) | AID 602405, 2012; in the data active = inhibition above about 16%, passing the limit was not always enough; inconclusive = no clear call, values can overlap the other calls; also: strong numbers were not always called active
PGC1a acetyl inh: inhibitors of PGC1a acetylation signal, primary screen, cell-based, U2OS, AlphaScreen, inhibitor mode. AlphaScreen anti-acetyl-lysine; with virally co-expressed GCN5 acetyltransferase. inhibition, % at 15.6 µM. actives 0.17% (n = 350,000). AID 651687, 2012;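 active = every replicate shows inhibition of at least 40%; inconclusive = mean inhibition at least 40% but some replicate below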;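 also: 0% = neutral control wells and 100% = positive control wells; some results beyond the cut were filed as inactive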
ARNT TACC3 PPI: disruptors of ARNT/TACC3 protein interaction, primary screen, biochemical, AlphaScreen, single concentration. actives 0.66% (n = 390,000). inhibition, % at 9.99 µM. Transforming acidic coiled-coil-containing protein 3 (Homo sapiens), Q9Y6A5. AlphaScreen His-ARNT PAS-B/GST-TACC3 binding, luminescence; TACC3 fragment carries E629A point mutation;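 active = mean inhibition of replicates at least 50% and at least half of replicates each reaching 50%; inconclusive = half or more replicates reach 50% but mean below 50%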;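 also: 0% = complete ARNT plus TACC3 wells and 100% = ARNT alone without TACC3; many hits fall short of the cut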
PAX8 inh HTS: inhibitors of PAX8-driven TPO luciferase reporter, primary screen, RMG-I cells, single concentration; SteadyGlo, 24 h; inhibition, % at 12.6 µM; actives 1.2% (n = 360,000);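 active = mean replicate inhibition at least 60% with every replicate also reaching 60%; inconclusive = only one of the two criteria is met; inactive = mean below 60% and not all replicates reaching 60%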;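 also: luciferase light reporting Pax8 driven TPO promoter activity; plate controls were median of neutral control wells for no effect and mitoxantrone controls for full effect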
The depositor's hits bear a star; ? = inconclusive; · = no result given.

SMILES | Statin myotox sup | GSIS activator | Cneo AK release | LGR2 inh | PglD DTNB | PGC1a acetyl inh | ARNT TACC3 PPI | PAX8 inh HTS
CNC(=S)N1N=C(c2ccc(C)cc2)CC1c1ccc(Br)cc1 (stereo unspecified) | 12 | · | 3 | · | -3 | · | -6 | ·
COC(=O)/C=C1\SC(N2CCOCC2)=C(c2ccc(OC)cc2)C1=O | · | -3 | · | 5 | · | · | -9 | 7
Cc1ccc(N2C(=O)CC(SCC(=O)Nc3ccc(S(N)(=O)=O)cc3)C2=O)cc1 (stereo unspecified) | · | -4 | · | 10 | · | 8 | 4 | -8
CC1(C)CC(=O)C(C=NCCN2CCN(CC(=O)Nc3ccc(Cl)cc3)CC2)=C(O)C1 | · | 10 | · | 4 | · | · | 3 | 1
O=C(N[C@@H]1CC[C@@H](CCNS(=O)(=O)c2ccc(F)cc2)O[C@@H]1CO)c1cccnc1 | -2 | 6 | 0 | -6 | 2 | 1 | -5 | -10
COCCOCCn1c(/C=C/c2ccccc2)nc2ccccc21 | · | -11 | · | -60 | · | -5 | · | -172
COc1ccc(Nc2nc3ccc(C)cn3c(=O)c2/C=N/O)cc1 | 109* | 2 | 1 | ? | 9 | 12 | · | -4
COc1ccc(N2C(=O)CC(n3cnc4ccccc43)C2=O)cc1 (stereo unspecified) | 9 | · | 6 | · | 4 | · | 7 | ·
COc1ccccc1CN(C)C(=O)CSc1nnc(C2CC2)n1C1CC1 | 11 | 10 | 0 | -1 | 5 | 1 | 1 | 18
O=C(NCc1cc([N+](=O)[O-])ccc1O)c1cccc(NS(=O)(=O)c2ccccc2)c1 | -1 | 8 | 0 | 17 | 2 | 7 | 33 | -3
Cc1ccc(NC(=O)CSc2nnc(N)s2)c([N+](=O)[O-])c1 | · | -4 | · | -8 | · | -1 | -5 | -7
COCCn1c(SCC(=O)NC(=O)NCc2ccccc2)nc2ccccc21 | 0 | · | 0 | · | 3 | -2 | -2 | 38
COc1cccc(OC)c1OCCCSc1nc(C)cc(=O)[nH]1 | -2 | 29 | · | -14 | · | 7 | -4 | ·
CC(=O)c1c(O)c2ccccc2n(Cc2ccccc2)c1=O | 8 | 7 | 0 | 2 | -5 | 2 | 2 | 13
Cc1ccc(S(=O)(=O)N/N=C/c2ccccc2F)cc1[N+](=O)[O-] | 5 | -2 | 2 | -7 | 11 | · | 2 | -5
C[C@H]1CN([C@@H](C)CO)C(=O)c2cc(C#CC3CCCCC3)cnc2O[C@@H]1CN(C)C(=O)Nc1ccccc1 | 2 | -14 | -6 | -3 | 2 | 5 | · | 17
O=C(c1ccc(O)c(Cl)c1)N1CCN(S(=O)(=O)c2ccccc2)CC1 | -11 | 20 | 3 | -8 | 3 | -12 | -3 | 3
COc1cccc(NC(=O)Nc2ccc3c(c2)C(=O)N(C)C[C@@H](OC)[C@@H](C)CN(C)[C@@H](C)CO3)c1 | 4 | · | -6 | · | -4 | 5 | -4 | 1
CC(C)NC(=O)Nc1ccc2c(c1)CC(=O)N([C@H](C)CO)C[C@H](C)[C@@H](CN(C)Cc1ccc(C(=O)O)cc1)O2 | 1 | 1 | 2 | 1 | -3 | -7 | -6 | 6
COC(=O)CCC(=O)NC(=S)Nc1ccc(S(=O)(=O)Nc2cc(C)on2)cc1 | 5 | -4 | 1 | -1 | -3 | · | -4 | 7
CCN(CC(=O)Nc1ccc(NC(C)=O)cc1)C(=O)C1CCN(C(=O)c2ccccc2C)CC1 | -1 | 39 | 0 | 13 | 0 | 2 | 0 | 6
Cc1ccc(NC(=O)C2CCCN2S(=O)(=O)c2ccc3c(c2)CCC(=O)N3)cc1Cl (stereo unspecified) | 7 | 4 | -1 | -1 | 1 | · | -13 | -10
CCCCC(=O)O | -8 | · | -1 | · | -1 | -10 | · | ·
CCC(=O)N(C)C[C@@H]1Oc2cc(-c3ccccc3OC)ccc2S(=O)(=O)N([C@@H](C)CO)C[C@@H]1C | -79 | 7 | 8 | 7 | 1 | -13 | 29 | -25
Cc1noc(C)c1NC(=O)Nc1ccc2c(c1)C(=O)N([C@@H](C)CO)C[C@@H](C)[C@H](CN(C)C(=O)NC(C)C)OCCCC[C@@H](C)O2 | · | 16 | 0 | 4 | -4 | 0 | -22 | -10
Cc1ccc2nc3[nH]c(=O)[nH]c(=O)c3c(N)c2c1 | -4 | 16 | -4 | -23 | -1 | -3 | 15 | 10
C[C@@H]1CCCCO[C@H](CN(C)S(=O)(=O)c2ccc(F)cc2)[C@H](C)CN([C@@H](C)CO)C(=O)c2cc(NC(=O)Cc3ccccc3)ccc2O1 | 152* | -18 | 1 | 12 | -1 | -1 | 3 | -2
CCN1CCN(c2nc3ccccc3nc2C(C#N)S(=O)(=O)c2ccc(C)c(C)c2)CC1 (stereo unspecified) | 15 | -2 | -1 | -18 | 5 | 6 | -5 | 1
Cc1ccc2c(C(=O)CN3CCSCC3)c(C)[nH]c2c1 | 12 | · | 4 | · | 1 | 4 | 21 | ·
CCC1CCCCN1CCCNC(=O)Cn1cnc2sc(C)c(S(=O)(=O)N3CC(C)CC(C)C3)c2c1=O (stereo unspecified) | -16 | · | -9 | · | -3 | · | 3 | ·
CN1C[C@@H]2[C@@H]3C(=O)N(Cc4ccccc4)C(=O)[C@@H]3[C@](Cc3ccccc3)(C1=O)N2C(=O)c1ccc(Br)cc1 | 0 | -15 | 2 | 3 | -1 | · | 0 | 10
O=C(NCc1ccccn1)[C@@H]1C[C@H]1[C@@H](NP(=O)(c1ccccc1)c1ccccc1)c1ccccc1 | 1 | 47 | -1 | -7 | 6 | 5 | -16 | 16
Cc1cccc(OCc2nnc(SCC(=O)N3CCc4ccccc43)n2C)c1 | 4 | -6 | -1 | 5 | 9 | -38 | 1 | ·
CCOC(=O)c1cccc(NC(=O)CSc2nnc(-c3ccncc3)n2CCCOC)c1 | 2 | · | 8 | · | · | 1 | -2 | 6
COc1ccccc1Oc1nc(-c2ccccc2)cc(C)c1S(C)(=O)=O | 7 | · | 0 | · | 12 | -16 | 11 | ·
COc1ccc(C2Nc3cccc4cccc(c34)N2)cc1Br | 1 | 2 | 1 | -15 | 3 | 9 | -1 | 28
CCn1nc(C)c(C2C(C#N)=C(N)OC3=C2C(=O)CCC3)c1C (stereo unspecified) | · | -7 | · | 15 | · | · | -1 | -37
CC(C)c1ccc(CNC(=O)C2CCCN2S(=O)(=O)c2ccccc2)cc1 (stereo unspecified) | -6 | -37 | 0 | 10 | 3 | -7 | -3 | 9
NC(=O)c1ccsc1NC(=O)COC(=O)c1ccc(Cl)cc1 | 2 | -3 | -1 | -13 | 5 | · | 2 | -8
Cn1cc(S(=O)(=O)CC(=O)Nc2ccc(Br)cc2)c2ccccc21 | 2 | -15 | 1 | 17 | 1 | 2 | 41 | 19
O=C(c1ccc(S(=O)(=O)Nc2ccccc2F)cc1)N1CCN(c2ccccc2O)CC1 | 11 | -22 | 2 | 2 | 4 | · | 9 | 8
CCOc1ccc(NC(=O)c2ccc(CSc3nnnn3C)cc2)cc1 | 1 | 31 | -1 | -12 | -3 | 6 | -1 | ·
C[C@@H](NC(=O)C[C@@H]1C[C@H]2c3cc(NS(C)(=O)=O)ccc3O[C@H]2[C@@H](CO)O1)c1ccccc1 | 1 | 4 | 7 | -7 | 1 | -5 | -12 | -15
CCN(CC(=O)NCc1cccs1)CC(=O)Nc1c(Cl)ccc(C)c1Cl | 6 | -3 | -3 | -5 | 2 | · | 2 | -18
CCCn1cc(S(=O)(=O)c2ccc(C)cc2)c(=O)c2cc(OCC)ccc21 | 30 | 17 | -18 | -14 | -3 | -10 | -3 | 7
CC(=C/c1ccccc1)/C=N/n1c(-c2ccco2)n[nH]c1=S | 9 | 27 | 17 | 12 | 1 | · | 9 | ·
COc1ccccc1NC(=O)Cc1nnc(SCC(=O)NC2CCCCC2C)n1C (stereo unspecified) | 5 | -4 | 0 | -8 | -1 | -17 | -2 | 21
Cn1c(SCc2ccc(C#N)cc2Cl)nc2ccccc21 | 8 | -4 | 1 | -61 | 2 | 3 | -6 | ·
Cc1ccc(C(=O)OCC(=O)Nc2cccc(S(=O)(=O)N3CCOCC3)c2)o1 | 1 | 19 | -1 | 19 | -7 | 11 | -7 | 11
CC(=O)c1cccc(NC(=O)C2CCCN(S(=O)(=O)c3cccc4nonc34)C2)c1 (stereo unspecified) | -13 | -1 | -1 | 1 | 13 | · | -14 | 12
CC(=O)c1cccc(NC(=O)N2CCCc3ccccc32)c1 | 3 | -28 | -1 | -52 | 1 | 5 | 16 | ·
COc1ccc(C2CC(c3cccs3)=NN2C(=O)CCl)cc1OC (stereo unspecified) | -30 | -32 | 1 | -42 | -8 | · | · | -3
Cc1cccc(NC(=S)N(CCCN2CCOCC2)C(C)c2cc3ccccc3o2)c1C (stereo unspecified) | 9 | -26 | 1 | -2 | -3 | -9 | 3 | -11
COC(=O)CCNc1ccc2c(c1)OCCO2 | 16 | -3 | -8 | 26 | -1 | · | 4 | ·

In the list so far, these contain two or more sulfur atoms.
SMILES | Statin myotox sup | GSIS activator | Cneo AK release | LGR2 inh | PglD DTNB | PGC1a acetyl inh | ARNT TACC3 PPI | PAX8 inh HTS
Cc1ccc(N2C(=O)CC(SCC(=O)Nc3ccc(S(N)(=O)=O)cc3)C2=O)cc1 (stereo unspecified) | · | -4 | · | 10 | · | 8 | 4 | -8
Cc1ccc(NC(=O)CSc2nnc(N)s2)c([N+](=O)[O-])c1 | · | -4 | · | -8 | · | -1 | -5 | -7
COC(=O)CCC(=O)NC(=S)Nc1ccc(S(=O)(=O)Nc2cc(C)on2)cc1 | 5 | -4 | 1 | -1 | -3 | · | -4 | 7
CCC1CCCCN1CCCNC(=O)Cn1cnc2sc(C)c(S(=O)(=O)N3CC(C)CC(C)C3)c2c1=O (stereo unspecified) | -16 | · | -9 | · | -3 | · | 3 | ·

Grouped by structure, those above containing a thiophene ring, fused or not.
SMILES | Statin myotox sup | GSIS activator | Cneo AK release | LGR2 inh | PglD DTNB | PGC1a acetyl inh | ARNT TACC3 PPI | PAX8 inh HTS
CCC1CCCCN1CCCNC(=O)Cn1cnc2sc(C)c(S(=O)(=O)N3CC(C)CC(C)C3)c2c1=O (stereo unspecified) | -16 | · | -9 | · | -3 | · | 3 | ·
NC(=O)c1ccsc1NC(=O)COC(=O)c1ccc(Cl)cc1 | 2 | -3 | -1 | -13 | 5 | · | 2 | -8
CCN(CC(=O)NCc1cccs1)CC(=O)Nc1c(Cl)ccc(C)c1Cl | 6 | -3 | -3 | -5 | 2 | · | 2 | -18
COc1ccc(C2CC(c3cccs3)=NN2C(=O)CCl)cc1OC (stereo unspecified) | -30 | -32 | 1 | -42 | -8 | · | · | -3
